# From PubChem BioAssay
# Cav3 T inh – inhibitors of human Cav3.2 T-type calcium channel; O95180; 100,000 tested, 4% active; AID 449739; B-score at 10 µM; Cav3.2-expressing cells, Fluo-4 calcium fluorescence FDSS; stronger effect = lower value;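 active means single-dose well whose peak fluorescence ratio is a statistical outlier from its plate by either plate-standardised score or position-corrected B-score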
# * marks the source's active call; other numbers are inactive results.
SMILES,Cav3 T inh
N#Cc1cc2cc3c(cc2nc1N1CCOCC1)OCO3,-0.102
CC(=O)N1CCC(C(=O)Nc2ccccc2)(N(Cc2ccccc2)C(=O)c2cccnc2)CC1,0.759
CCOC(=O)CC1C(=O)NCCN1S(=O)(=O)c1ccccc1Cl (stereo not given),0.0964
O=c1c2ccccc2nc2n1CCS2,0.487
N#C/C(=C/c1ccc(Sc2nc3ccccc3[nH]2)o1)c1cccc(F)c1,-4.45*
CCOC(=O)N1CCN(C(=O)c2ccc(CNS(=O)(=O)c3ccc(C)cc3)cc2)CC1,1.09
CCN(CC)CCNC(=O)C1c2ccccc2C(=O)N(C)C1c1cn(C)c2ccccc12 (stereo not given),0.754
COc1cc(C(=O)Oc2ccccc2/C=N/NC(=O)c2ccc(Cl)cc2Cl)cc(OC)c1OC,-3.67
CS(=O)(=O)N(CCc1ccccc1)CC(=O)NCc1ccccn1,0.673
N#CC(C(=O)c1ccc(S(=O)(=O)N2CCCCCC2)cc1)c1nc2ccccc2[nH]1 (stereo not given),0.131
CCOc1ccccc1-n1c(SCC(=O)NC2CCCC2)nnc1-c1ccoc1C,-0.15
COC(=O)c1c(NC(=O)Cn2cc([N+](=O)[O-])cn2)sc2c1CCC2,0.804
O=C1C2C3c4ccccc4C(c4ccccc43)C2C(=O)N1/N=C/c1cccc(O)c1 (stereo not given),-1.52
Cc1ccc(C)c(SCc2noc(C(=O)NC(C)C)c2C(=O)O)c1,-0.0362
N#Cc1c(-c2ccccc2)[nH]c(=S)[nH]c1=O,0.86
CC(C)Oc1ccc(N2C(=O)c3ccccc3C2=O)cc1,-0.0896
O=S(=O)(N/N=C1/CCCc2ccccc21)c1ccc(Br)cc1,-4.17*
CCCC(c1nnnn1CS(=O)(=O)c1ccc(C)cc1)N1CCN(c2ccc(F)cc2)CC1 (stereo not given),-0.198
Cc1ncc(CCl)c2c1OC(C)(C)OC2,2.43
O=C(Nc1nccs1)c1cccc(NC(=O)c2ccco2)c1,-0.399

# In the list so far, three contain a furan ring, fused or not:
SMILES,Cav3 T inh
N#C/C(=C/c1ccc(Sc2nc3ccccc3[nH]2)o1)c1cccc(F)c1,-4.45*
CCOc1ccccc1-n1c(SCC(=O)NC2CCCC2)nnc1-c1ccoc1C,-0.15
O=C(Nc1nccs1)c1cccc(NC(=O)c2ccco2)c1,-0.399

# (continued)
SMILES,Cav3 T inh
COc1ccccc1-n1cnnc1SCC(=O)Nc1cc(C(C)(C)C)nn1-c1ccccc1,-0.0134
O=C1Nc2ccc(S(=O)(=O)N3CCCC3)c3cccc1c23,0.433
CCSc1nnc(NC(=O)CSc2nnc(-c3c[nH]c4ccccc34)n2C)s1,-1.03
CCOC(=O)Cc1nnc(NC(=O)COc2ccc(OC)cc2)s1,-0.921
O=C(NCc1ccco1)c1cc2c(s1)CCCCC2,-1.7
O=C(CSc1nnc(-c2ccco2)n1Cc1ccco1)Nc1ccccc1,-0.551
CCCN(CCO)Cc1ccc(Br)cc1,-1.02
CCOC(=O)CN1C(=O)C(CC)Oc2ccccc21 (stereo not given),0.614
C=CCNc1cnn(-c2ccc(C)cc2)c(=O)c1Cl,0.752
COc1ccc(NC(=O)c2c(C)cc(=O)oc2C)c(OC)c1,0.693
COCCNC(=O)c1ccc(CN2CCOCC2)cc1,0.153
COc1cc(CO)ccc1Oc1nnnn1-c1ccc(C(N)=O)cc1,-0.00467
Cc1cc(NC(=O)c2cnn3cccnc23)nn1CC(=O)Nc1cccnc1,0.303
S=C(NCCC1=CCCCC1)Nc1ccccc1,-1.12
CC(C)Oc1ccc(C(CC(=O)O)NC(=O)C2CCCCC2)cc1 (stereo not given),-0.0775
CC(Oc1ccc(Cl)cc1Cl)C(=O)NCCN1CCOCC1 (stereo not given),0.133
CC12C(=O)N(c3cccc(OC(=O)c4ccco4)c3)C(=O)C1C1c3ccccc3C2c2ccccc21 (stereo not given),-2.96
COc1ccc(N(C(C)C(=O)N/N=C/c2ccc(OC(C)C)cc2)S(C)(=O)=O)cc1 (stereo not given),-0.611
Cc1ccc2[nH]c(=O)c(CN(CCCO)S(=O)(=O)c3c(C)ccc4nsnc34)cc2c1,0.415
CC1=NN(C(=O)c2ccc(Cn3nc(C)c([N+](=O)[O-])c3C)cc2)C(O)(C(F)(F)F)C1 (stereo not given),0.273
Cn1c(SCC(=O)Nc2sc3c(c2C#N)CCC3)nnc1C1COc2ccccc2O1 (stereo not given),-3.21
CC(=O)N1CCc2ccc(C(=O)CN3CCN(c4cccc(C)c4C)CC3)cc21,-0.037
O=C(c1ccco1)N1CCN(CC(=O)N2CCCc3c2c(=O)oc2ccc(O)cc32)CC1,1.88
CCOC(=O)c1ccccc1NC(=O)c1c(N)n(C)c(=O)[nH]c1=O,1.01
Cc1nn(-c2ccccc2)c2[nH]c(=O)c(CNc3ccc4c(c3)OCCO4)cc12,0.642
Nc1[nH]nc2nc(N3CCCC3)nc(-c3ccccc3)c12,0.168
O=C(CCN1C(=O)C2C3C=CC(C3)C2C1=O)N1CCN(c2ccccn2)CC1 (stereo not given),0.333
COc1ccc(Cc2nnc(SCC(=O)NC3CCCC3)o2)cc1,0.251
COc1cc(-c2ccccc2)nc2ccccc12,-0.21
Cc1nn(-c2nc3ccccc3s2)c(N)c1Sc1ccc(F)cc1,0.444
Cc1c(/C=N/NC(=O)c2cc(=O)[nH]c(=O)[nH]2)c2ccccn2c1C(=O)c1ccccc1,-0.719
Cn1nc(CC(=O)NCc2ccc(F)cc2)c2ccccc2c1=O,1.02
O=C(CCCc1ccccc1)NCCN1CCOCC1,0.323
COc1ccc(Cl)cc1NC(=O)CCc1ccccc1,-4.59*
C=CCn1c(SCC(=O)c2cccs2)nc2sc(CC)cc2c1=O,-1.58
Cc1cc(C)nc(NS(=O)(=O)c2ccc(NC(=O)c3ccc4c(c3)OCO4)cc2)n1,0.0454
CCC(Sc1nnc(-c2ccc(C)c(Cl)c2)n1CC)C(=O)Nc1nccs1 (stereo not given),-5.74*
CCOC(=O)Cn1cc(C=O)c2ccccc21,1.11
Cc1cc2cc(CNC(=O)NC3CCCCC3)ccc2[nH]1,-0.0215
COc1ccccc1CNC(=O)c1ccc(S(=O)(=O)N(C)C)cc1,0.522
COc1ccc(CCN=C2SCC(=O)N2C)cc1OC,0.0068
CCOc1ccc(C2=Nn3c(nnc3-c3ccc(OC)cc3)SC2)cc1,-1.4
CCOC(=O)c1cccc(NC(=O)CN2C(=O)C3C4C=CC(C4)C3C2=O)c1 (stereo not given),0.898
CC(/C=N/Nc1nnc(C)c(=O)[nH]1)=C\c1ccccc1,0.12
CCc1oc2ccccc2c1C(=O)CCN1CCCCC1,0.0737
c1ccc(Nc2nc(N3CCNCC3)nc(N3CCOCC3)n2)cc1,1.11
Oc1ccc2ccccc2c1C=Nc1ccc(N2CCOCC2)cc1,-0.502
O=C(NCc1ccco1)C1CCC(CNS(=O)(=O)c2cccc3cccnc23)CC1 (stereo not given),1.05
COc1ccc(CCNC(=O)c2noc3c2CCCC3)cc1OC,1.05
COCCCNc1oc(-c2ccccc2F)nc1C#N,-1.18
CC(=O)N1CCc2cc(C(=O)CN3CCN(C(=O)c4ccco4)CC3)ccc21,-0.155
COc1ccc2[nH]c(=O)c(CN(C(C)=O)C3CCCCC3)cc2c1,1.98
c1ccc(CSc2nncn2-c2ccccn2)cc1,0.02
CCCCC1=CC2=C(c3ccco3)C(=O)C(C)(OC(=O)c3ccc(OC)cc3)C(=O)C2=CN1c1ccc(OC)cc1 (stereo not given),-0.0294
C=CCSC1=C(C#N)C(c2ccccc2OC)CC(=O)N1 (stereo not given),1.14
CCOC(=O)C1CCCN(C(=O)c2sc3nc(-c4ccccc4)cn3c2C)C1 (stereo not given),-0.233
CSc1ccccc1NC(=O)CN(Cc1ccccc1)S(C)(=O)=O,-0.2
O=C(O)c1nn(-c2ccccc2)nc1-c1nn(-c2ccccc2)nc1C(=O)O,-0.0944
COc1ccc(/C=N/n2c(N)c(S(=O)(=O)c3cccs3)c3nc4ccccc4nc32)cc1OC,-0.189
COc1ccc(-c2oc3ccc(-c4cc(OC)c(OC)c(OC)c4)cc3c2-c2ccc(OC)cc2)cc1,0.51
# More records.
SMILES,Cav3 T inh
O=C(c1ccccc1)c1ccc(N2CCNCC2)cc1,0.96
CCOC(=O)NC(CC(=O)O)c1ccc(OCC)cc1 (stereo not given),1.51
CC1(C)CC(=O)c2sc(NS(C)(=O)=O)nc2C1,0.218
CCOc1cc2[nH]c(=O)n(CCCCCC(=O)NCc3ccco3)c(=O)c2cc1OCC,-0.254
CC(=O)c1cccc(NC(=O)N2CCN(S(C)(=O)=O)CC2)c1,0.0188
c1ccc(-c2cc3ccccc3nc2N2CCCC2)cc1,-0.117
COCCN1C(=O)N[C@@H](CCc2ccccc2)[C@@H](C(=O)OC)[C@H]1C,0.662
C=C(C)c1cccc(C(C)(C)NC(=O)NCCCn2ccnc2)c1,-1.9
CC(=O)Nc1cc(OC(=O)c2ccco2)cc(OC(=O)c2ccco2)c1,0.404
CCCc1cc(=O)n2[nH]c(-c3ccccc3)cc2n1,0.457
CCOc1ccc(OCCNC2CCCC2)cc1,-0.641
O=[N+]([O-])c1ccc(N2CCN(S(=O)(=O)c3ccc(Cl)cc3)CC2)cc1NCC1CCCO1 (stereo not given),-1.48
COc1cc(-c2nnc(Sc3ccc(C(F)(F)F)cc3[N+](=O)[O-])o2)cc(OC)c1OC,0.453
CCN1C(=O)N(C)C(N(O)C(=O)NC)C1(C)C (stereo not given),0.486
CCCCCCN(C(=O)CCCCCN1C(=O)NC(c2ccc(C3CCCCC3)cc2)C(C(=O)OCc2ccccc2)=C1C)C(C(=O)NCCCC)c1ccc(OCC(=O)OC)c(C(=O)OC)c1 (stereo not given),-0.489
O=C(/C=C/c1cccc([N+](=O)[O-])c1)NCc1cccnc1,0.627
CC(C)C(=O)N(c1ccc2oc(=O)sc2c1)S(=O)(=O)c1ccccc1,0.301
CCc1n[nH]c2c1C(=O)CC(C)(C)C2,-0.609
O=C1C=C(O)CC(c2cccs2)C1 (stereo not given),-0.0336
Cc1ccc(S(=O)(=O)N2CCN(Cc3nc4ccccc4n3C)CC2)cc1,-0.584

# 6 neighbouring entries from above, for reference:
SMILES,Cav3 T inh
CCCCCCN(C(=O)CCCCCN1C(=O)NC(c2ccc(C3CCCCC3)cc2)C(C(=O)OCc2ccccc2)=C1C)C(C(=O)NCCCC)c1ccc(OCC(=O)OC)c(C(=O)OC)c1 (stereo not given),-0.489
O=C(/C=C/c1cccc([N+](=O)[O-])c1)NCc1cccnc1,0.627
CC(C)C(=O)N(c1ccc2oc(=O)sc2c1)S(=O)(=O)c1ccccc1,0.301
CCc1n[nH]c2c1C(=O)CC(C)(C)C2,-0.609
O=C1C=C(O)CC(c2cccs2)C1 (stereo not given),-0.0336
Cc1ccc(S(=O)(=O)N2CCN(Cc3nc4ccccc4n3C)CC2)cc1,-0.584

# Further entries
SMILES,Cav3 T inh
Brc1ccc2ncnc(NCc3ccco3)c2c1,1.06
CN1CCN(CC/C=C2/c3ccccc3Sc3ccc(S(=O)(=O)N(C)C)cc32)CC1,-1.98
NS(=O)(=O)c1ccc(NC(=O)CN2CCN(Cc3ccccc3)CC2)cc1,-0.787
O=C(Nc1ccc2nc(-c3cccnc3)[nH]c2c1)C1CCCCC1,-0.224
CC1CCN(C(=O)c2cc3nc(C4CC4)cc(C(F)(F)F)n3n2)CC1,-0.206
Cc1ccc2[nH]c(=O)c(CN(CCc3ccccc3)Cc3nnnn3CC3CCCO3)cc2c1 (stereo not given),-3.65*
COC(=O)c1ccc(NC(=O)COc2ccc(S(=O)(=O)NC(C)C)cc2)cc1,0.441
COC(=O)C1=C(C)NC(=O)NC1/C=C/c1ccccc1 (stereo not given),0.148
COc1ccc(C[C@H]2CN3C(=NC[C@@H]3C(C)C)N2CCNC(=O)c2ccc(C)c(Br)c2)cc1,-0.775
Cc1cccc(-n2nc3c(c2NC(=O)CCC2CCCCC2)CS(=O)C3)c1C (stereo not given),-1.29
O=C(NC(=S)N1CCCc2ccccc21)c1ccccc1,-0.542
c1ccc(OCCSc2nc3ccccc3o2)cc1,0.0367
COC(=O)c1ccccc1NC(=O)c1ccc(COc2ccc3c(c2)CCC3)cc1,-4.53
Cc1cc2[nH]ncc2cc1NC(=S)NC(=O)c1ccccc1,-0.0331
Cc1cc(N2CCN(c3ccccc3)CC2)nc(-c2ccccc2O)n1,-2.21
C=C(C)CSc1nnc([C@H](CCSC)NC(=O)OC(C)(C)C)o1,-1.27
CCn1c(=NC(=O)CSC(C)=O)sc2cc(OC)ccc21,-6.67*
CSc1nc2oc3c(c2c2nncn12)CC(C)(C)SC3,1.01
O=C(COc1ccccc1)N1CCN(S(=O)(=O)Cc2ccccc2)CC1,1.54
CCOC(=O)N1CC=C2C(C#N)=C(N)C(C#N)(C#N)[C@H](c3ccc(OC(C)C)c(OCC)c3)[C@H]2C1,1.53
COc1ccc(-c2nc(Cn3c(SCc4ccc(F)cc4)nc4ccncc43)c(C)o2)cc1OC,-1.11
O=C1CC(C(=O)NC2CCCCC2)C(c2ccccc2)O1 (stereo not given),-0.0206
CCOC(=O)C1CCN(C(=O)c2c(-c3c(F)cccc3Cl)noc2C)CC1,1.03
CC1(c2ccncc2)Nc2ccccc2-c2nc3ccccc3n21 (stereo not given),0.557
Cc1ccc(CN2C(=O)c3ccccc3C2C(=O)NCc2cccnc2)cc1 (stereo not given),1.84
COc1ccc(C2=NOC(CN3C(=O)c4ccccc4S3(=O)=O)C2)cc1 (stereo not given),-0.28
CCC(=O)NS(=O)(=O)c1cccnc1Nc1ccc(Cl)cc1,0.243
O=S(=O)(NCc1ccc2c(c1)OCO2)c1cnc[nH]1,-0.289
Cc1ccc(-c2nn(CC(=O)NCC3CCCO3)c(=O)c3ccccc23)cc1 (stereo not given),0.992

# A second format for some results above.
Cav3 T inh,molecule
1.03,CCOC(=O)C1CCN(C(=O)c2c(-c3c(F)cccc3Cl)noc2C)CC1
0.557,CC1(c2ccncc2)Nc2ccccc2-c2nc3ccccc3n21 (stereo not given)

# A portion of the library (hit frequency here may not be typical).
